# AddAB inh = less growth of phage-infected E. coli with AddAB | inhibition, % at 11.9 µM | E. coli expressing H. pylori AddAB, absorbance growth | AID 435030 | 0.29% of 330,000 active; in the data active means inhibition above about 12%;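 further: 0% = vehicle wells of infected cells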
# PKA-R1A act = activates the PKA-R1A holoenzyme complex; P00514+P68181; PKA-R1A dissociation, Cy5-IP20 fluorescence polarization; scaled: DMSO 0%, 113 µM cGMP 100%; activation, % at 11.4 µM; 0.083% of 340,000 active; AID 504707;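 active means percent activation above the mean of all tested compounds plus 3 SD, cut at about 19% in these data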;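 further: higher means more PKAc released from R1A so a rise in polarization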
# Mot1-301 SUMO = blocks SUMOylation pathway, rescuing yeast Mot1-301 growth; S. cerevisiae Mot1-301 growth rescue, ATP luminescence, 38.5C; percent above DMSO median, 100 means doubled; growth rescue, % at 18.8 µM; 1% of 320,000 active; AID 2716;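 active means every valid replicate shows activation above 250% relative to neutral control wells; inactive means the rest, any valid replicate at or below 250%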;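 further: OY570 slx delta 5 strain wells were the positive control but not used for scaling; some compounds called inactive have numbers as strong as hits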
# PfHsp90 yeast 2 = growth inhibition of yeast expressing Plasmodium Hsp90. 0.32% of 310,000 active. S. cerevisiae expressing PfHsp90, BacTiter-Glo ATP, 48 h; yeast lacking PDR1 and PDR3 efflux regulators. inhibition, % at 9.4 µM;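 active means every replicate shows inhibition above about 80%, whatever the replicate mean, limit read from the data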;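 further: 0% = DMSO neutral controls and 100% = 20 µM radicicol positive controls; yeast relying on Plasmodium falciparum Hsp90 in place of its own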
# Pemphigus Ab inh = inhibitors of pemphigus antibody binding to human desmoglein-3; binding (percent of control), % at 10 µM; 0.48% of 310,000 active; DSG3-coupled beads, scFv-anti-DSG3-GFP binding, flow cytometry; active compounds read low;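 active means binding more than 3 SD below its plate's average and above zero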;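 further: hits lower antibody fragment binding to DSG3; some compounds called inactive have numbers as strong as hits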
# Target sequence (P32926 whole entry, looked up, the tested form may be a part): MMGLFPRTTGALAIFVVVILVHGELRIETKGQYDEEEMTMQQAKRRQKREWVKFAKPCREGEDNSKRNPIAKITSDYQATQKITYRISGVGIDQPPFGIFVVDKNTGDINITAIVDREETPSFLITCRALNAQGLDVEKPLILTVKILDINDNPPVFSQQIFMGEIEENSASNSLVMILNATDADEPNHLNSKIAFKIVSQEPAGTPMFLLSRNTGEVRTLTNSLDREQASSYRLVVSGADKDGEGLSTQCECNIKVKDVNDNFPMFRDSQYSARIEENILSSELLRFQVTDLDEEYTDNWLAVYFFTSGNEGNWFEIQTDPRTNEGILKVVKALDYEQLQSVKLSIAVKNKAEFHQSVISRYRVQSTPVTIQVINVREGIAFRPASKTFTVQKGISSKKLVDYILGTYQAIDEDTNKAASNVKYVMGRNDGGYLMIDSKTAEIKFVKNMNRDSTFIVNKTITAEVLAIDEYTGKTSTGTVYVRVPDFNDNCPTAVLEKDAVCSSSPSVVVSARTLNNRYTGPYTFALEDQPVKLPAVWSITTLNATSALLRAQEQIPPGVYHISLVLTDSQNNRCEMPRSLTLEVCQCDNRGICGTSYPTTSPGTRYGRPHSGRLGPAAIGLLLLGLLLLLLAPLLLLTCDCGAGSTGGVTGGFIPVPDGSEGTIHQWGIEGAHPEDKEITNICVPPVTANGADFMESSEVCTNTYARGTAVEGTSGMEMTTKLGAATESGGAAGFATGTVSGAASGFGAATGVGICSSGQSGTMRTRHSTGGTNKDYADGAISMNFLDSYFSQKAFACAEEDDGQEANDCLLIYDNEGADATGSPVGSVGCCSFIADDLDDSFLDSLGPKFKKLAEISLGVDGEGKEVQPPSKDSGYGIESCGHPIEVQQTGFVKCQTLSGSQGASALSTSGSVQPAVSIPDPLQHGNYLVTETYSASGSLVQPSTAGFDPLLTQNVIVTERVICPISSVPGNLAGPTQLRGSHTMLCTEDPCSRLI
# E coli growth = counter-screen for AddAB inhibitors: E. coli growth inhibition; AID 449728; 0.27% of 330,000 active; E. coli V3065 growth, OD600 absorbance, 18 h; inhibition, % at 11.9 µM;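 active means inhibition above the campaign's mean inhibition across all tested compounds plus 3 SD, cut at about 9.9% in these data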;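 further: uninfected addAB+ strain grown without phage in ampicillin broth; 0% = DMSO wells and 100% = ciprofloxacin 0.95 µg/ml wells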
# phage Ecoli inh = E. coli growth loss with phage present. inhibition, % at 11.9 µM. growth absorbance. 0.26% of 360,000 active; in the data active means inhibition above about 11%
# Numbers without * were called inactive; · = no result given. Only part of the results is shown; rates above refer to the full screens.
SMILES,AddAB inh,PKA-R1A act,Mot1-301 SUMO,PfHsp90 yeast 2,Pemphigus Ab inh,E coli growth,phage Ecoli inh
COC(=O)C[C@@H]1C[C@@H]2c3cc(NS(=O)(=O)c4ccc(F)cc4)ccc3O[C@@H]2[C@@H](CO)O1,·,-4,·,·,·,·,1.4
CCN1C(=O)[C@H]2[C@@H](c3ccc(OC)cc3)N[C@]3(CCCN(CCC(C)C)C3=O)[C@H]2C1=O,·,-3,·,·,·,·,2.1
CNC[C@@H]1Oc2cc(Br)ccc2S(=O)(=O)N([C@@H](C)CO)C[C@H]1C,·,-3,·,·,·,·,0.9
Cc1ccc2nc3n(c(=O)c2c1)-c1ncccc1C(=O)NC3Cc1ccccc1 (stereo unspecified),·,3,·,·,·,·,0.6
C[C@H](CO)N1C[C@H](C)[C@@H](CN(C)C(=O)NC2CCCC2)Oc2cc(Br)ccc2S1(=O)=O,·,1,·,·,·,·,1.3
C[C@@H]1CN([C@H](C)CO)C(=O)CCCn2cc(nn2)CO[C@H]1CN(C)S(C)(=O)=O,·,-6,·,·,·,·,-1.0
COCCNC(=O)C[C@H]1C[C@H]2c3cc(NS(=O)(=O)c4ccc(F)cc4)ccc3O[C@H]2[C@H](CO)O1,·,-1,·,·,·,·,-0.7
COc1ccc(N2c3ccccc3CN(Cc3ccccc3)CC2Cc2cc(OC)c(OC)c(OC)c2)cc1 (stereo unspecified),·,2,·,·,·,·,1.2
O=C(OCc1cn([C@H]2C[C@H](c3ccccc3)N(CC3CCCCC3)C[C@@H]2O)nn1)c1ccccc1,·,-6,·,·,·,·,0.2
CCCC#Cc1ccc2c(c1)O[C@@H](CN(C)Cc1ccc3c(c1)OCO3)[C@H](C)CN([C@@H](C)CO)S2(=O)=O,·,-8,·,·,·,·,1.5
CCCCN1C(=O)C(CC(=O)NCC2CCCCC2)CC(C(=O)N(CC)CC)=C1C (stereo unspecified),·,-8,·,·,·,·,4.3
CC1C(=O)N(Cc2cn(CCC3OCCO3)nn2)CCS(=O)(=O)N1Cc1ccc(-c2ccc(F)cc2)cc1 (stereo unspecified),·,20*,·,·,·,·,-1.8
C[C@H]1CN([C@@H](C)CO)C(=O)CCCn2nncc2CO[C@H]1CN(C)S(=O)(=O)c1ccc(-n2cccn2)cc1,·,2,·,·,·,·,2.8
CCC1NC(=O)c2cccnc2-n2c1nc1ccc(F)cc1c2=O (stereo unspecified),·,-10,·,·,·,·,1.7
COc1cc(CNC[C@H]2O[C@@H](n3ccc(N)nc3=O)[C@H](O)[C@@H]2O)ccc1OCc1ccc(C)cc1,·,2,·,·,·,·,2.2
COc1ccc(CNC(=O)OC23CN(C(=O)OC(C)C)N(C(=O)OC(C)C)CC2(O)CN(S(=O)(=O)c2ccc(C)cc2)C3)cc1OC (stereo unspecified),·,3,·,·,·,·,1.8
COc1ccc(S(=O)(=O)Nc2ccc3c(c2)C(=O)N([C@@H](C)CO)C[C@@H](C)[C@H](CN(C)C(=O)CCCN(C)C)OCCCC[C@H](C)O3)cc1,·,1,·,·,·,·,2.9
COc1ccc(S(=O)(=O)N(C)C[C@H]2Oc3ncc(Br)cc3C(=O)N([C@@H](C)CO)C[C@@H]2C)cc1,·,-1,·,·,·,·,1.4
COC(=O)C[C@H]1C[C@@H]2c3cc(NC(=O)Nc4ccc(F)cc4)ccc3O[C@@H]2[C@@H](CO)O1,·,-17,·,·,·,·,1.2
CCCCCCN1C[C@@H](O)[C@H](n2cc(COC(=O)c3ccccc3)nn2)C[C@@H]1c1ccc(OC)cc1,·,2,·,·,·,·,-1.2
COCOCCn1cc(CN2CCS(=O)(=O)N(Cc3ccc(-c4ccc(Cl)nc4)cc3)C(CC(C)C)C2=O)nn1 (stereo unspecified),·,0,·,·,·,·,-0.4
CCN(CC)C(=O)C1=C(C)N(CCC2=CCCCC2)C(=O)C(CC(=O)NCCc2ccccn2)C1 (stereo unspecified),·,3,·,·,·,·,0.7
Cc1ccc(-c2cc3nc(C)cc(N4CCN(C(=O)c5ccoc5)CC4)n3n2)cc1,·,10,·,·,·,·,2.1
CCc1ccc(C#CC2=CC(=O)CC(C)(C)C2)cc1,·,2,·,·,·,·,1.8
C[C@@H]1CN([C@@H](C)CO)C(=O)c2cc(-c3ccncc3)cnc2O[C@H]1CN(C)C(=O)c1cccc(F)c1,·,2,·,·,·,·,3.5
CN1C(=O)[C@H]2[C@@H](c3ccc(C(F)(F)F)cc3)N[C@]3(CCCN(Cc4ccc(Br)cc4)C3=O)[C@H]2C1=O,·,-5,·,·,·,·,2.7
Cc1cn([C@H]2C[C@H](O)[C@@H](CNC(=O)[C@H](N)Cc3cn(COCc4ccccc4)cn3)O2)c(=O)[nH]c1=O,·,-1,·,·,·,·,1.5
COc1ccccc1-c1cnc2c(c1)C(=O)N([C@@H](C)CO)C[C@@H](C)[C@@H](CN(C)C(C)=O)O2,·,-6,·,·,·,·,0.4
Cc1cc(CNC[C@H]2O[C@@H](n3ccc(N)nc3=O)[C@H](O)[C@@H]2O)no1,·,-5,·,·,·,·,2.3
CC(C)(C)OC(=O)NCc1ccc(CNC(=O)c2[nH]cnc2C(=O)Nc2ccccc2F)cc1,·,0,·,·,·,·,-0.4
C[C@@H]1CN([C@@H](C)CO)C(=O)CCCn2nncc2CO[C@@H]1CN(C)S(C)(=O)=O,·,-1,·,·,·,·,1.5
C[C@@H]1CN([C@@H](C)CO)C(=O)c2cc(C#CCN(C)C)cnc2O[C@H]1CN(C)Cc1ccc2c(c1)OCO2,·,-5,·,·,·,·,-0.2
Cc1cn([C@H]2C[C@H](O)[C@@H](CNCc3ccc(Oc4cc(-n5cccn5)ncn4)cc3)O2)c(=O)[nH]c1=O,·,-6,·,·,·,·,2.1
COc1ccc([C@H]2C[C@@H](n3cc(C4CC4)nn3)[C@H](O)CN2Cc2cccs2)cc1,·,-1,·,·,·,·,2.2
Cc1cccc(NC(=O)c2ncn3c2C(=O)N[C@@H](C)C3)c1,·,-9,·,·,·,·,1.0
COc1ccc(NC(=O)C[C@H]2C(=O)N(c3ccc(Br)cc3)C[C@@H]2CSC)cc1,·,-5,·,·,·,·,-1.0
C[C@H]1CN([C@@H](C)CO)C(=O)CCCn2nncc2CO[C@@H]1CN(C)Cc1ccc2c(c1)OCCO2,·,4,·,·,·,·,0.1
C[C@@H]1CN([C@@H](C)CO)C(=O)CCCn2nncc2CO[C@H]1CN(C)S(=O)(=O)c1ccc(C#N)cc1,·,5,·,·,·,·,2.1
C[C@@H]1CN([C@@H](C)CO)C(=O)CCCn2nncc2CO[C@H]1CN(C)C(=O)Nc1ccccc1F,·,-2,·,·,·,·,3.2
C[C@H](CO)N1C[C@H](C)[C@H](CN(C)C(=O)Nc2cccc(Oc3ccccn3)c2)OCc2cnnn2CCCC1=O,·,-5,·,·,·,·,4.4
COc1ccc([C@H]2C[C@H](O)[C@@H](n3cc(COC(=O)c4ccccc4)nn3)CN2Cc2cccs2)cc1,·,-2,·,·,·,·,0.2
O[C@@H]1CN(Cc2cccs2)[C@@H](c2ccc(Cl)cc2)C[C@H]1n1cc(C2CC2)nn1,·,14,·,·,·,·,1.5
CCc1cc(-c2nnn(CCC3COCCO3)c2CC)cc(CC)c1-c1cn(Cc2ccccc2)nn1 (stereo unspecified),·,1,·,·,·,·,0.2
C[C@@H]1CN([C@@H](C)CO)C(=O)c2cc(Br)cnc2O[C@H]1CN(C)C(=O)CCN1CCCCC1,·,-2,·,·,·,·,3.0
O[C@H]1C[C@H](c2ccc(Cl)cc2)N(Cc2cccs2)C[C@@H]1n1cc(-c2ccc(F)cc2)nn1,·,-10,·,·,·,·,3.7
COc1ccccc1C#CC1=CC(=O)CC(C)(C)C1,·,5,·,·,·,·,0.1
O[C@H]1CN(Cc2cccs2)[C@@H](c2ccccc2)C[C@@H]1n1cc(C2CC2)nn1,·,-15,·,·,·,·,-1.0
CCCCCCN1C[C@@H](n2cc(-c3ccc(F)cc3)nn2)[C@H](O)C[C@@H]1c1ccccc1,·,-3,·,·,·,·,2.5
CCCCN1C(=O)C(CC(=O)NCc2cccc3ccccc23)CC(C(=O)N(C)C)=C1C (stereo unspecified),·,-8,·,·,·,·,1.8
COC(=O)N(C)C[C@@H]1OCc2ccccc2-c2c(n(C)c3ccccc23)C(=O)N([C@H](C)CO)C[C@@H]1C,·,1,·,·,·,·,2.5
O=C1NC(Cc2ccc(O)cc2)c2nc3ccc(Cl)cc3c(=O)n2-c2cc3ccccc3cc21 (stereo unspecified),·,-3,·,·,·,·,0.4
C[C@H](NC(=O)c1ncn2c1c(=O)[nH]c1ccccc12)c1ccccc1,·,-11,·,·,·,·,3.9
C[C@H](CO)N1C[C@H](C)[C@H](CN(C)C(=O)Nc2ccccc2F)OCc2cnnn2CCCC1=O,·,7,·,·,·,·,3.5
C[C@H]1CN([C@@H](C)CO)C(=O)CCCn2cc(nn2)CO[C@@H]1CN(C)C(=O)Cc1ccccc1,·,7,·,·,·,·,0.9
Cc1ccc(S(=O)(=O)N2C[C@@H](C)[C@]3(C2)[C@H](O)[C@H](OC(=O)NC2CC2)C[C@H]2C(=O)N(c4ccccc4)C(=O)[C@H]23)cc1,·,-2,·,·,·,·,0.6
C[C@H]1CN([C@@H](C)CO)S(=O)(=O)c2ccc(C#Cc3ccccn3)cc2O[C@H]1CN(C)Cc1ccc(F)cc1,·,-5,·,·,·,·,2.8
C[C@@H]1CN([C@H](C)CO)C(=O)c2cc(Br)cnc2O[C@@H]1CN(C)Cc1ccc(F)cc1,·,-2,·,·,·,·,-1.1
CCC12CSc3nc(Cl)ccc3N1C(=O)C(=O)N2C (stereo unspecified),·,·,·,·,101,·,1.5
O=S(=O)(c1ccccc1C(F)(F)F)N1C=CC(C(F)(F)F)=NCC1,·,·,·,·,105,·,2.5
CCCCC(=O)Nc1ccc2c(c1)nc1n2CCN(CCOC)C1,·,·,·,·,111,·,3.0
# (next part)
SMILES,AddAB inh,PKA-R1A act,Mot1-301 SUMO,PfHsp90 yeast 2,Pemphigus Ab inh,E coli growth,phage Ecoli inh
COC(Cn1c2c(c3cc(C)ccc31)CCCC2NCc1ccccc1)OC (stereo unspecified),·,·,·,·,104,·,-0.4
O=[N+]([O-])c1ccc2c(c1)N([O-])C1(CCCCC1)[N+]2=O,·,·,·,·,114,·,2.2
Cc1cc(C)cc(OCC(=O)O/N=C(\N)c2cccnc2)c1,·,·,·,·,110,·,-0.1
N/C(=N\OCc1ccc([N+](=O)[O-])cc1)c1ccccn1,-1.2,·,-33,35,·,-0.3,·
CC(=O)n1cc(N(C(=O)CCl)c2ccc(Cl)cc2)c2ccccc21,1.5,·,137,·,106,-1.0,·
O=C(OCc1ccccc1)c1ccccc1O,-0.6,·,·,·,·,0.3,0.5
CCOc1ccc(C(=O)N/N=C/c2c(C)[nH]c(=O)[nH]c2=O)cc1,0.9,·,·,·,·,1.4,1.1
COc1ccc(N2CCN(C(=O)Cn3c(=O)[nH]c4ccccc4c3=O)CC2)cc1,0.6,·,·,·,·,-0.2,1.0
COc1cccc(NC(=O)CSc2nnc(-c3ccoc3C)n2-c2ccccc2)c1,-1.4,·,·,·,·,-1.3,2.5
CN(C)CCN(C(=O)c1ccc(N2C(=O)CCC2=O)cc1)c1nc2cc3c(cc2s1)OCCO3,3.2,·,·,·,·,3.6,0.7
O=C(NC(NC1CCS(=O)(=O)C1)C(=O)c1cccs1)c1ccccc1 (stereo unspecified),1.0,·,·,·,·,-2.3,2.4

# 4 records picked at random from the list so far:
SMILES,AddAB inh,PKA-R1A act,Mot1-301 SUMO,PfHsp90 yeast 2,Pemphigus Ab inh,E coli growth,phage Ecoli inh
CCOc1ccc(C(=O)N/N=C/c2c(C)[nH]c(=O)[nH]c2=O)cc1,0.9,·,·,·,·,1.4,1.1
CN(C)CCN(C(=O)c1ccc(N2C(=O)CCC2=O)cc1)c1nc2cc3c(cc2s1)OCCO3,3.2,·,·,·,·,3.6,0.7
O=[N+]([O-])c1ccc2c(c1)N([O-])C1(CCCCC1)[N+]2=O,·,·,·,·,114,·,2.2
O=C(NC(NC1CCS(=O)(=O)C1)C(=O)c1cccs1)c1ccccc1 (stereo unspecified),1.0,·,·,·,·,-2.3,2.4
